LAP4-GFP MLPCN: modulators of TOR pathway LAP4-GFP in S. cerevisiae. 320,000 compounds, 0.34% hits. S. cerevisiae LAP4-GFP multiplex, flow cytometry GFP, 3 h; median GFP as percent of DMSO wells. AID 2023. GFP response vs DMSO, % at 10 µM;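 active = GFP response vs DMSO above a set limit, about the screen mean plus 3 SD, cut at about 150% in these data; inconclusive = under 70 cell events counted for the yeast strain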
CIT2-GFP yeast: modulators of TOR pathway CIT2-GFP in S. cerevisiae | 320,000 compounds, 0.065% hits | AID 2029 | S. cerevisiae CIT2-GFP strain, flow cytometry, 3 h; 100 means same as DMSO wells | GFP response vs DMSO, % at 10 µM;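 active = GFP response relative to DMSO above a set limit, near the screen mean plus 3 SD, cut at about 150% in these data; inconclusive = Fewer than 70 cells measured for a yeast strain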;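 note: ratio of well median GFP fluorescence to mean of DMSO wells on the plate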
RPL19A-GFP yeast: yeast TOR pathway RPL19A-GFP modulation; S. cerevisiae RPL19A-GFP strain, flow cytometry, 3 h; hits give low values; percent response vs DMSO, % at 10 µM; 330,000 compounds, 0.3% hits; AID 2025;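 active = percent response vs DMSO below 50%; inconclusive = fewer than 70 events counted for the yeast strain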;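 note: median channel GFP fluorescence of the barcoded RPL19A-GFP strain; ratio of sample median GFP to plate DMSO average so 100% = DMSO; lower means less RPL19A-GFP as with rapamycin TOR inhibition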
AGP1-GFP MLPCN: alters AGP1-GFP fluorescence in TOR pathway yeast screen; S. cerevisiae AGP1-GFP multiplex flow cytometry, 3 h; GFP as percent of DMSO wells; GFP response vs DMSO, % at 10 µM; 320,000 compounds, 0.02% hits; AID 2066;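 active = GFP response relative to DMSO above a set limit, near screen average plus 3 SD, cut at about 150% in these data; inconclusive = fewer than 70 cells counted for the yeast strain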;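 note: median GFP channel fluorescence of the gated AGP1 strain per well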
VLA-4 inh: inhibition in a human VLA-4 binding assay. P13612. VLA-4 expressing cells, ligand binding flow cytometry. inhibition, % (about 7 µM as worked out from the volumes in the protocol). 330,000 compounds, 0.2% hits; in the data active = inhibition above about 50%
MEP2 TOR yeast: modulators of TOR pathway MEP2-GFP in S. cerevisiae | S. cerevisiae MEP2-GFP strain, flow cytometry GFP, 3 h; 100% = DMSO control level | GFP response vs DMSO, % at 10 µM | 330,000 compounds, 0.51% hits | AID 2016;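 active = GFP response versus DMSO above a set limit, roughly screen mean plus 3 SD, cut at about 180% in these data; inconclusive = fewer than 70 cells counted for a yeast strain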;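 note: median GFP fluorescence of the barcode-gated MEP2-GFP cells per well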
GRK2 inh: inhibitors of human GRK2 displacing RNA aptamer | P25098 | bead flow cytometry, FAM-aptamer displacement from GRK2 | inhibition of aptamer binding, % at 10 µM | 330,000 compounds, 0.59% hits;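 active = inhibition of aptamer binding above 40%, roughly 3 SD of noise, on plates passing a quality check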;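 note: median bead fluorescence of bound FAM aptamer so fluorescent compounds give negative values; no value below 0 was filed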
Target sequence (P25098 whole entry, looked up): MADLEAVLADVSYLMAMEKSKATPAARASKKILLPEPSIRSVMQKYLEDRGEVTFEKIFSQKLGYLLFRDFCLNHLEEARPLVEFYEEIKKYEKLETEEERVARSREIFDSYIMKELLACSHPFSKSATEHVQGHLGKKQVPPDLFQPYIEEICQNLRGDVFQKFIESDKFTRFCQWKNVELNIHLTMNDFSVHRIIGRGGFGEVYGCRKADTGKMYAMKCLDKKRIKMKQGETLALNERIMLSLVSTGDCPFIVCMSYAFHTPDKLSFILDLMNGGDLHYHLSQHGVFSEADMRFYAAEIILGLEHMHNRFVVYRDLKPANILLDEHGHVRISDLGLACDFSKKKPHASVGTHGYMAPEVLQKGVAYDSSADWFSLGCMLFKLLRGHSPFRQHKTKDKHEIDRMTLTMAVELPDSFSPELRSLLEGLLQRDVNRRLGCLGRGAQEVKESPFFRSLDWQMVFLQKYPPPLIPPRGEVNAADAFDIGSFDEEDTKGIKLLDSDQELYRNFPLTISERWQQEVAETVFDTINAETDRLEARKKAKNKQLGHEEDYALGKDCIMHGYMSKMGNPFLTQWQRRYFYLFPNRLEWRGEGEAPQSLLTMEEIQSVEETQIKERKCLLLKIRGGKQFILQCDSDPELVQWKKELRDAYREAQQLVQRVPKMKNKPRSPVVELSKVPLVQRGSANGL
CR mimetic SO: caloric restriction mimetics inhibiting age-related superoxide in yeast | 330,000 compounds, 0.18% hits | S. cerevisiae aged cells, superoxide DHE fluorescence; hits give low values | superoxide response (% of plate mean), % at 10 µM | AID 2690;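 active = superoxide response under a set limit, about three screen SD below normal, cut at about 65% in these data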;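 note: yeast aged for seven days with compound at 30 °C before DHE staining; 100% = average MFI of all compound-treated wells on the plate with controls excluded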
The depositor's hits bear a star; [ ] = dose if it differs, or a comment.

What do the screens show for `CC1(C)CC(=O)C2=C(C1)OC(N)=C(C#N)[C@@H]2c1ccccc1[N+](=O)[O-]`?
LAP4-GFP MLPCN: 106; CIT2-GFP yeast: 101; RPL19A-GFP yeast: 97; AGP1-GFP MLPCN: 105; VLA-4 inh: 17; MEP2 TOR yeast: 100; GRK2 inh: 1; CR mimetic SO: 106

What do the screens show for `COC(=O)c1sccc1NC(=O)CC1C(=O)NCCN1C(=O)c1ccc(F)cc1` (stereo not drawn)?
LAP4-GFP MLPCN: 119; CIT2-GFP yeast: 97; RPL19A-GFP yeast: 105; AGP1-GFP MLPCN: 113; VLA-4 inh: 1; MEP2 TOR yeast: 109; GRK2 inh: 2; CR mimetic SO: 113

How did O=C(Cc1ccc(Cl)cc1)Nc1ccc(C(=O)N2CCOCC2)cc1 do in these assays?
LAP4-GFP MLPCN: 97; CIT2-GFP yeast: 98; RPL19A-GFP yeast: 96; AGP1-GFP MLPCN: 103; VLA-4 inh: -2; MEP2 TOR yeast: 92; GRK2 inh: 0; CR mimetic SO: 90

What do the screens show for `CCOc1ccc2cc(S(=O)(=O)N3CCCCC3)ccc2c1`?
LAP4-GFP MLPCN: 91; CIT2-GFP yeast: 99; RPL19A-GFP yeast: 99; AGP1-GFP MLPCN: 91; VLA-4 inh: 7; MEP2 TOR yeast: 99; GRK2 inh: 0; CR mimetic SO: 81

How did CC(C)Oc1cccc(C(=O)N2CCCC2)c1 do in these assays?
LAP4-GFP MLPCN: 96; CIT2-GFP yeast: 96; RPL19A-GFP yeast: 95; AGP1-GFP MLPCN: 94; VLA-4 inh: 39; MEP2 TOR yeast: 98; GRK2 inh: 0; CR mimetic SO: 69

How did NC(=O)C1(N2CCCCC2)CCN(C(=S)Nc2cc(F)cc(F)c2)CC1 do in these assays?
LAP4-GFP MLPCN: 88; CIT2-GFP yeast: 102; RPL19A-GFP yeast: 103; AGP1-GFP MLPCN: 102; VLA-4 inh: 21; MEP2 TOR yeast: 105; GRK2 inh: 3; CR mimetic SO: 101

How did O=C(NC1CCCCC1)c1ccc(-n2cncn2)c([N+](=O)[O-])c1 do in these assays?
LAP4-GFP MLPCN: 101; CIT2-GFP yeast: 94; RPL19A-GFP yeast: 98; AGP1-GFP MLPCN: 101; VLA-4 inh: -4; MEP2 TOR yeast: 97; GRK2 inh: 0; CR mimetic SO: 120

How did O=C(NCc1ccco1)c1cc(-c2cccnc2)nc2ccccc12 do in these assays?
LAP4-GFP MLPCN: 98; CIT2-GFP yeast: 99; AGP1-GFP MLPCN: 106; VLA-4 inh: 0; MEP2 TOR yeast: 102; GRK2 inh: 2; CR mimetic SO: 106

How did CCOc1ccc2oc(-c3ccccc3)c(C(=O)N(C)C)c2c1 do in these assays?
LAP4-GFP MLPCN: 120; CIT2-GFP yeast: 101; RPL19A-GFP yeast: 100; AGP1-GFP MLPCN: 100; VLA-4 inh: -7; MEP2 TOR yeast: 104; GRK2 inh: 0; CR mimetic SO: 115

How did COc1ccc(NC(=O)Nc2ccccc2C(N)=O)cc1 do in these assays?
LAP4-GFP MLPCN: 103; CIT2-GFP yeast: 94; RPL19A-GFP yeast: 97; AGP1-GFP MLPCN: 96; VLA-4 inh: 13; MEP2 TOR yeast: 99; GRK2 inh: 0; CR mimetic SO: 103

Results for COc1ccccc1-c1nc(SCC(=O)NCC2CCCO2)c2c(=O)n(C)c(=O)n(C)c2n1 (stereo not drawn) ?
LAP4-GFP MLPCN: 99; CIT2-GFP yeast: 98; RPL19A-GFP yeast: 100; AGP1-GFP MLPCN: 99; VLA-4 inh: -3; MEP2 TOR yeast: 95; GRK2 inh: 0; CR mimetic SO: 112

What do the screens show for `CC(C)(C)NC(=O)CN(C(=O)c1snc(C(=O)NC2CCCCC2)c1N)c1ccc(F)cc1`?
LAP4-GFP MLPCN: 95; CIT2-GFP yeast: 104; RPL19A-GFP yeast: 104; AGP1-GFP MLPCN: 104; VLA-4 inh: 11; MEP2 TOR yeast: 102; GRK2 inh: 1; CR mimetic SO: 120

How did CCOc1cccc2cc(C(=O)Nc3ccccc3-c3ccccc3)c(=O)oc12 do in these assays?
LAP4-GFP MLPCN: 90; CIT2-GFP yeast: 103; RPL19A-GFP yeast: 103; AGP1-GFP MLPCN: 101; VLA-4 inh: 12; MEP2 TOR yeast: 104; GRK2 inh: 0; CR mimetic SO: 81

Results for CCOC(=O)/N=C(/NC(=O)Nc1ccc(C(=O)OCC)cc1)OC ?
LAP4-GFP MLPCN: 106; CIT2-GFP yeast: 86; RPL19A-GFP yeast: 94; AGP1-GFP MLPCN: 92; VLA-4 inh: 11; MEP2 TOR yeast: 103; GRK2 inh: 0; CR mimetic SO: 102

What do the screens show for `Cc1ccccc1Nc1nc(N)nc(CSCC(=O)Nc2cccc(Br)c2)n1`?
LAP4-GFP MLPCN: 88; CIT2-GFP yeast: 94; RPL19A-GFP yeast: 104; AGP1-GFP MLPCN: 97; VLA-4 inh: 4; MEP2 TOR yeast: 96; GRK2 inh: 4; CR mimetic SO: 114

Results for NS(=O)(=O)c1ccc(N2CCN(S(=O)(=O)Cc3ccccc3)CC2)nc1 ?
LAP4-GFP MLPCN: 87; CIT2-GFP yeast: 103; RPL19A-GFP yeast: 99; AGP1-GFP MLPCN: 99; VLA-4 inh: 18; MEP2 TOR yeast: 91; GRK2 inh: 0; CR mimetic SO: 108

Results for CCc1ccc(OC(=O)c2cncc(Br)c2)cc1 ?
LAP4-GFP MLPCN: 96; CIT2-GFP yeast: 98; RPL19A-GFP yeast: 101; AGP1-GFP MLPCN: 98; VLA-4 inh: 6; MEP2 TOR yeast: 100; GRK2 inh: 0; CR mimetic SO: 104

How did Fc1ccc2c(c1)C(c1ccc(N3CCOCC3)cc1)=NNC(c1cccs1)=N2 do in these assays?
LAP4-GFP MLPCN: 114; CIT2-GFP yeast: 100; RPL19A-GFP yeast: 101; AGP1-GFP MLPCN: 93; VLA-4 inh: 26; MEP2 TOR yeast: 96; GRK2 inh: 6; CR mimetic SO: 89

What do the screens show for `CC(=O)Nc1ccc(S(=O)(=O)NCCC(=O)NC(C)c2cccs2)cc1` (stereo not drawn)?
LAP4-GFP MLPCN: 94; CIT2-GFP yeast: 98; RPL19A-GFP yeast: 97; AGP1-GFP MLPCN: 98; VLA-4 inh: 9; MEP2 TOR yeast: 92; GRK2 inh: 1; CR mimetic SO: 102

Results for O=C(Cc1cccc2ccccc12)N/N=C/C=C/c1cccc([N+](=O)[O-])c1 ?
LAP4-GFP MLPCN: 104; CIT2-GFP yeast: 107; RPL19A-GFP yeast: 111; AGP1-GFP MLPCN: 119; VLA-4 inh: 0; MEP2 TOR yeast: 112; GRK2 inh: 0; CR mimetic SO: 103

What do the screens show for `Cn1nnc2cc(NC(=O)N3CCN(c4ccccn4)CC3)ccc21`?
LAP4-GFP MLPCN: 95; CIT2-GFP yeast: 96; RPL19A-GFP yeast: 103; AGP1-GFP MLPCN: 97; VLA-4 inh: 6; MEP2 TOR yeast: 104; GRK2 inh: 1; CR mimetic SO: 101

What do the screens show for `Cc1ccccc1-c1nc(Cc2ccccc2)no1`?
LAP4-GFP MLPCN: 100; CIT2-GFP yeast: 97; RPL19A-GFP yeast: 101; AGP1-GFP MLPCN: 105; VLA-4 inh: 8; MEP2 TOR yeast: 104; GRK2 inh: 0; CR mimetic SO: 95

How did CCN1CCN(C2=C(NS(=O)(=O)c3ccccc3)C(=O)c3ccccc3C2=O)CC1 do in these assays?
LAP4-GFP MLPCN: 53[may fluoresce violet]; CIT2-GFP yeast: inconclusive; RPL19A-GFP yeast: 38*[may fluoresce violet]; AGP1-GFP MLPCN: inconclusive; VLA-4 inh: 13; MEP2 TOR yeast: 250*[may fluoresce violet]; GRK2 inh: 2; CR mimetic SO: 199

Results for Cc1nn(CC(=O)O)c(C)c1NC(=O)c1cccs1 ?
LAP4-GFP MLPCN: 93; CIT2-GFP yeast: 108; RPL19A-GFP yeast: 105; AGP1-GFP MLPCN: 100; VLA-4 inh: 7; MEP2 TOR yeast: 107; GRK2 inh: 0; CR mimetic SO: 87

Results for COc1cc(C)c(Cl)c(C)c1S(=O)(=O)NC1CC(C)(C)NC(C)(C)C1 ?
LAP4-GFP MLPCN: 109; CIT2-GFP yeast: 121; RPL19A-GFP yeast: 111; AGP1-GFP MLPCN: 128; VLA-4 inh: 13; MEP2 TOR yeast: 107; GRK2 inh: 0; CR mimetic SO: 95

What do the screens show for `CCOc1ccccc1C(=O)NCCC(=O)O`?
LAP4-GFP MLPCN: 91; CIT2-GFP yeast: 96; RPL19A-GFP yeast: 94; AGP1-GFP MLPCN: 94; VLA-4 inh: -11; MEP2 TOR yeast: 93; GRK2 inh: 3; CR mimetic SO: 118

Results for COc1ccc(C(C(=O)NC2CCCCC2)N(Cc2ccco2)C(=O)c2ccccn2)c(OC)c1 (stereo not drawn) ?
LAP4-GFP MLPCN: 85; CIT2-GFP yeast: 88; RPL19A-GFP yeast: 93; AGP1-GFP MLPCN: 95; VLA-4 inh: 0; MEP2 TOR yeast: 106; GRK2 inh: 0; CR mimetic SO: 106

What do the screens show for `CCCn1c(=O)c(C(=O)NCc2ccncc2)c(O)c2ccccc21`?
LAP4-GFP MLPCN: 91; CIT2-GFP yeast: 114; RPL19A-GFP yeast: 91; AGP1-GFP MLPCN: 96; VLA-4 inh: 2; MEP2 TOR yeast: 101; GRK2 inh: 0; CR mimetic SO: 89

How did CC(C)Oc1ccc(C(CC(=O)O)NC(=O)CSc2ncn[nH]2)cc1 (stereo not drawn) do in these assays?
LAP4-GFP MLPCN: 102; CIT2-GFP yeast: 106; RPL19A-GFP yeast: 99; AGP1-GFP MLPCN: 107; VLA-4 inh: -2; MEP2 TOR yeast: 112; GRK2 inh: 1; CR mimetic SO: 82

What do the screens show for `CCN(c1ccccc1)S(=O)(=O)c1ccc(OC)c(NC(=O)CNCC(C)O)c1` (stereo not drawn)?
LAP4-GFP MLPCN: 87; CIT2-GFP yeast: 99; RPL19A-GFP yeast: 98; AGP1-GFP MLPCN: 97; VLA-4 inh: -13; MEP2 TOR yeast: 100; GRK2 inh: 2; CR mimetic SO: 97

Results for O=C1CN(c2ccc(Cl)cc2)C2(CCCCC2)S1 ?
LAP4-GFP MLPCN: 93; CIT2-GFP yeast: 95; RPL19A-GFP yeast: 102; AGP1-GFP MLPCN: 98; VLA-4 inh: 0; MEP2 TOR yeast: 91; GRK2 inh: 0; CR mimetic SO: 103

Results for COC(=O)CCC(=O)OC1(C)C(=O)C2=COC(c3ccc(OC)cc3)=CC2=C(Br)C1=O (stereo not drawn) ?
LAP4-GFP MLPCN: 127; CIT2-GFP yeast: 49; RPL19A-GFP yeast: 39*; AGP1-GFP MLPCN: 18; VLA-4 inh: -8; MEP2 TOR yeast: 79; GRK2 inh: 9; CR mimetic SO: 98

What do the screens show for `Cc1ccc(C)c(-c2cc(C(=O)NC3CC3)c3ccccc3n2)c1`?
LAP4-GFP MLPCN: 73; CIT2-GFP yeast: 102; RPL19A-GFP yeast: 117; AGP1-GFP MLPCN: 99; VLA-4 inh: -4; MEP2 TOR yeast: 107; GRK2 inh: 0; CR mimetic SO: 90

Results for CCOC(=O)/C(C#N)=C/c1c(OCC)n(CC)c2ccccc12 ?
LAP4-GFP MLPCN: 102; CIT2-GFP yeast: 101; RPL19A-GFP yeast: 105; AGP1-GFP MLPCN: 96; VLA-4 inh: 3; MEP2 TOR yeast: 108; GRK2 inh: 0; CR mimetic SO: 121

Screening results from PubChem BioAssay.
